Source: PubChem BioAssay
E coli WT exp: growth inhibitors of E. coli BW25113 wild type; OD600 absorbance; 0.15% of 98,000 active; growth inhibition, % at 100 µM;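 active means growth inhibition above about 50% at one test dose, limit read from the data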;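 further: growth measured after 20 h incubation at 37 °C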
CD11b adhes inh: CD11b/CD18-fibrinogen binding inhibition. P05107+P11215. K562 CD11b/CD18 adhesion to fibrinogen, ATPlite luminescence; Mn2+ added to activate the integrin. inhibition, % at 10 µM. 0.54% of 93,000 active;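 active means primary inhibition of 50% or more at 10 µM, then 40% or more on retest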; further: some results filed as inactive read as strong as hits
Target sequence (P05107 whole entry, looked up, other chains not shown): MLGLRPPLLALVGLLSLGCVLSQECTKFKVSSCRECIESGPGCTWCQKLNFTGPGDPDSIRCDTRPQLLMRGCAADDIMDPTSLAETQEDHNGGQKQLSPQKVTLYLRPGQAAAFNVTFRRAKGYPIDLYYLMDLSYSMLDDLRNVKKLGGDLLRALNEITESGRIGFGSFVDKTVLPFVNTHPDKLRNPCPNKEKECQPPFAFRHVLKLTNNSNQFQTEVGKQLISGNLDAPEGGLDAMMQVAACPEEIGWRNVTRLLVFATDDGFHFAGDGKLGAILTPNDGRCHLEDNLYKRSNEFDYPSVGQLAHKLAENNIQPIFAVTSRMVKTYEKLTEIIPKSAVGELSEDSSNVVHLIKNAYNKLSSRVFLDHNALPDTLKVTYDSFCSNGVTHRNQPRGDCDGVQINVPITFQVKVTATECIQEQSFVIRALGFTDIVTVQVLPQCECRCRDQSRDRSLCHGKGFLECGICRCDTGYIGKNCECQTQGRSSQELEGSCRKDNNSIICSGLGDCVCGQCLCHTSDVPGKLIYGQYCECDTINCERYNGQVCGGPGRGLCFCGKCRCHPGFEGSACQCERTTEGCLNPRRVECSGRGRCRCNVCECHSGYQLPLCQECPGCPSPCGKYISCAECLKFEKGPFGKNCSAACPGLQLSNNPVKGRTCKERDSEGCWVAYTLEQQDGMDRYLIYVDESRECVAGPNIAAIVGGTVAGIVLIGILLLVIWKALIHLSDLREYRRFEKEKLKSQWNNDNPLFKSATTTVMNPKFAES
FAK blocker: FAK (human) kinase inhibition; Q05397; 0.84% of 97,000 active; AID 727; biochemical FAK kinase activity assay; inhibition, %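 (tested at 7 µM)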; in the data active means inhibition above about 19%;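 further: 0% = DMSO and 100% = reference compound high control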
PLAP act: activators of human placental alkaline phosphatase. 1.2% of 96,000 active. purified PLAP enzyme, luminescent substrate read-out; active compounds read high. P05187. activation fold at 20 µM. AID 696; in the data active means activation fold above about 2
ERb coact inh: blocks coactivator binding to human estrogen receptor beta; inhibition, % at 25.6 µM; Q92731; AID 633; TR-FRET ER-beta LBD / SRC1-Cy5 peptide binding; receptor agonist-loaded with 1 µM estradiol; 1.3% of 86,000 active;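 active means compounds whose percent inhibition of the receptor-coactivator binding signal exceeds about 50% in the single-dose screen, limit read from the data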;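 further: 0% = receptor plus peptide wells without compound and 100% = peptide-only wells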
ERa SRC1 pot: ER-alpha (human) coactivator binding potentiation; P03372; TR-FRET ERalpha-LBD/SRC-Cy5 coactivator binding, 2 h; 100 = basal binding, no effect; coactivator binding (% of control), % at 25.6 µM; 1.3% of 86,000 active; AID 639; in the data active means activity above about 200%;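 further: binding measured in presence of low estradiol as agonist stimulus; 0% = peptide alone without receptor and 100% = receptor with peptide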
ERa SRC1 inh: blocks coactivator binding to human estrogen receptor alpha; TR-FRET ER-alpha LBD / SRC-1 peptide, estradiol-bound; AID 629; inhibition, % at 25.6 µM; P03372; 1.7% of 86,000 active; in the data active means inhibition above about 50%;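 further: 0% = receptor plus peptide control and 100% = peptide only without receptor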
MT1-MMP txn act: activates MT1-MMP transcription | activation factor at 10 µM | HT1080 MT1-MMP promoter luciferase reporter, luminescence, overnight; active compounds read high | 0.16% of 86,000 active | AID 750;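 active means activation factor of at least 2 for MT1-MMP transcription at 10 µM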
CD11b adhes enh: enhancers of human CD11b/CD18 binding to fibrinogen; P05107+P11215; K562 CD11b/CD18 adhesion to fibrinogen, ATPlite luminescence; activation, % at 10 µM; 0.07% of 93,000 active;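 active means 10 µM primary screen giving 50% or more activity, confirmed by 40% or more on retest at that dose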; further: strong numbers were not always called active; reference of the scale not given here
* marks the source's active call; other numbers are inactive results; x = no result given; & = joins results of further samples; [ ] = another dose, or the depositor's remark. The list is partial (hit frequency here may not be typical).

SMILES | E coli WT exp | CD11b adhes inh | FAK blocker | PLAP act | ERb coact inh | ERa SRC1 pot | ERa SRC1 inh | MT1-MMP txn act | CD11b adhes enh
C=CCn1c(O)c(C=Nc2ccc(N(CC)CC)cc2)c(=O)[nH]c1=O | -6 | -8 | 6 | 0.9 | 7[fluorescence artefact?] | 87 | 1 | 1.3 | 2
N#Cc1c(/N=C/c2c(O)n(Cc3ccco3)c(=O)[nH]c2=O)sc2c1CCCC2 | 8 | x | 1 | 1.1 | 75* | 86[fluorescence artefact?] | 45 | 1.2 | x
C=CCOC(=O)C1=C(C)OC(N)=C(C#N)C12C(=O)N(CN1CCOCC1)c1ccccc12 (stereo not drawn) | 2 | -7 | 5 | 1 | 6[fluorescence artefact?] | 111 | 7[fluorescence artefact?] | 1.1 | 1
COc1ccc(C(=O)C2CN(C)CC2C(=O)c2ccc(OC)cc2)cc1 (stereo not drawn) | 2 | -13 | -7 | 1.4 | x | x | x | x | -1
CNP1(NC)=Nc2nn(-c3ccccc3)c(N)c2C(c2ccccc2)=N1 | 3 | -8 | 2 | 0.8 | 1 | 124 | -1 | 1 | -1
Cc1nnc2n1-c1ccc(Br)cc1C(c1ccccc1Cl)=NC2 | -3 | -2 | -3 | 1.2 | -7 | 98 | 8 | 1.2 | 0
Cn1cccc1CN1CCN(C(=O)COc2ccccc2)CC1 | 5 | x | 7 | 1 | 93*[fluorescence artefact?] | 101 | 0 | 1.2 | x
O=c1c2ccccc2nc(-c2ccc(Cl)cc2Cl)n1-c1ccncc1 | 10 | 8 | 4 | 1.1 | x | x | x | x | -5
COc1ccccc1CN1CCN(C(=O)COc2ccccc2)CC1 | -1 | -14 | 0 | 1.5 | -2 | 112 | -14[fluorescence artefact?] | 0.9 | -1
Cc1ccccc1-n1c(O)c(C=Nc2ccc(N(C)C)cc2)c(=O)[nH]c1=O | -1 | -5 | 3 | 0.9 | 36[fluorescence artefact?] | 91[fluorescence artefact?] | 7[fluorescence artefact?] | 1 | 3
Cc1cccc(-n2c(O)c(C=NCc3cccnc3)c(=O)[nH]c2=O)c1C | 3 | 39 | -6 | 1 | 5 | 102 | 6 | 1.2 | 2
CC(C)N1C(=O)CC2(CC[N+](C)(CCOC(=O)C(O)(c3ccccc3)c3ccccc3)CC2)C1=O (stereo not drawn) | -6 | 4 | 1 | 0.8 | x | x | x | x | -2
CC(=NCc1cccnc1)c1c(O)n(-c2ccccc2)c(=O)[nH]c1=O | 3 | -6 | -1 | 1 | -19[fluorescence artefact?] | 99 | -3 | 1.8 | -1
CCOC(=O)c1c(-n2c(C)cc(C=C3C(=O)NC(=S)NC3=O)c2C)sc2c1CCCC2 | -16 | 3 | 0 | 0.5 | x | x | x | x | 61
COc1ccc(OP(=O)(Nc2ccccc2)Nc2ccccc2)cc1 | 11 | 32 | 1 | 1.1 | x | x | x | x | 0
CC(=NCCN1CCOCC1)c1c(O)n(-c2ccccc2C)c(=O)[nH]c1=O | -1 | -7 | -1 | 1.1 | x | x | x | x | -8
CN1C2CCC1CC(OC(=O)c1ccc(Cl)cc1)C2 (stereo not drawn) | 7 | x | 4 | 0.9 | -2[fluorescence artefact?] | 124 | -4 | 1.2 | x
O=C(NCC(c1cccnc1)N1CCN(c2ccccc2)CC1)Oc1ccccc1 (stereo not drawn) | x | x | 0 | x | -19 | 124 | -36 | 1.2 | x
Cn1nc(-c2ccc(OCC(=O)N3CCN(Cc4ccccc4)CC3)cc2)c2ccccc2c1=O | 1&-9 | 71* | 2&7 | 1.5 | 4&-11[fluorescence artefact?] | 98&96[fluorescence artefact?] | -1&11[fluorescence artefact?] | 0.9&1 | -6
CCC(=O)N1CCN(CCN=Cc2c(O)n(C)c(=O)n(C)c2=O)CC1 | 0 | 9 | -4 | 0.9 | -10 | 95 | -13 | 1 | 1
CCCCn1c(O)c(C(CC)=NCc2ccc3c(c2)OCO3)c(=O)[nH]c1=O | 5 | 11 | 2 | 0.9 | 1 | 106 | -1 | 1 | -2
NC(=O)OCCSc1nnc(-c2cccc(C(N)=S)c2)o1 | x | x | 0 | x | -8 | 120 | -18[fluorescence artefact?] | 1.2 | x
CCCCOP(=O)(OCCCC)/C(C#N)=C(/C)O | 4 | -23 | -2 | 1.1 | -5 | 91 | -2 | 1.1 | -1
O=C(Nc1ccc(F)cc1)N1CC2CC(C1)c1cccc(=O)n1C2 (stereo not drawn) | 0 | x | 0 | 1 | 19 | 96 | 13 | 1.4 | x
Cc1nc2ccccc2c(=O)n1-n1cnnc1 | -6 | 9 | -7 | 1 | -6[fluorescence artefact?] | 112 | -1 | 1.1 | 11
CCN(c1ccc(C(O)(C(=O)OC)C(F)(F)F)cc1)S(=O)(=O)c1ccc(C)cc1 (stereo not drawn) | 1 | -10 | 2 | 1.1 | -5 | 96 | 0 | 1.2 | -1
Cc1ccc2c(c1)C1CN(C)CCC1N2C(=O)c1ccco1 (stereo not drawn) | -2 | 28 | -3 | 1.2 | -3 | 115 | -35 | 1.1 | 1
CCOC(=O)c1c(/N=C/c2c(O)n(-c3ccc(F)cc3)c(=S)[nH]c2=O)sc2c1CCCC2 | 2 | 1 | -3 | 1.6 | x | x | x | x | 0
O=C(c1cccn2c(=O)c3ccc(Cl)cc3nc12)N1CCC2(CC1)OCCO2 | -8 | 4 | 3 | 1.2 | 5 | 132 | -2 | 1.1 | -2
CCCCn1c(=O)c(C(=O)Nc2cnccn2)c(O)c2ccccc21 | -5 | 2 | 0 | 1.6 | 0[fluorescence artefact?] | 127 | 10 | 1 | 4
CC12CCCCC1=NC(c1ccc(Br)cc1)N2O (stereo not drawn) | 9 | 8 | x | 0.8 | -1 | 123 | -2 | 1.1 | -2
CCSc1nnc(C(N)Cc2ccccc2)o1 (stereo not drawn) | 5 | x | -7 | 1 | -3 | 94 | 3 | 1.1 | x
C=CCn1c(O)c(C(C)=Nc2cc(OC)ccc2OC)c(=O)[nH]c1=O | -2 | -7 | -8 | 0.9 | -8 | 91 | -3 | 1.1 | -2
CCC(=NCCO)c1c(O)n(C2CCCCC2)c(=O)[nH]c1=O | -2 | -3 | -2 | 1 | -2 | 101 | -4 | 1.1 | 0
COc1cc(CN2CC3CC(C2)c2cccc(=O)n2C3)cc(OC)c1OC (stereo not drawn) | x | 11 | -2 | 1.2 | -1 | 115 | -1 | 1.1 | 3
C=CCOC(=O)C1=C(C)OC(N)=C(C#N)[C@@]12C(=O)N(CC(N)=O)c1ccccc12 | 6 | 8 | -4 | 1.2 | -5 | 97 | -14 | 1 | -3
COC(=O)C[C@]1(C(=O)OC)CN(C#N)N(c2ccc(Cl)cc2)C12c1ccccc1-c1ccccc12 | x | x | 2 | x | 1 | 98 | -6 | 0 | x
N/C(=N\N=C\c1ccc(O)cc1O)N[N+](=O)[O-] | -6 | 0 | -2 | 1.1 | 8 | 94[fluorescence artefact?] | 4 | 1.1 | -2
COCCCn1c(N)c(C(=O)OC(C)COC)c2nc3ccccc3nc21 (stereo not drawn) | -1 | -6 | x | 1.7 | 8 | 114 | -4 | 0.9 | -4
O=C(CSC1c2ccccc2-c2ccccc21)N/N=C/c1ccccc1 | -10 | -14 | 2 | 0.8 | 7 | 92 | 6 | 1.1 | -4
Cc1ccnc(-n2c(-c3ccco3)nc3ccccc3c2=O)c1 | 0 | -29 | 3 | 1.3 | -1 | 110 | -3 | 1.1 | -5
CCCCCCn1c(O)c(C=NCCN2CCCCC2)c(=O)[nH]c1=O | 4 | x | 1 | 1.3 | -18 | 114 | -26 | 1.1 | x
OC1(c2ccc(F)cc2)CC2CCC(C1)N2Cc1nnnn1C1CCCC1 (stereo not drawn) | 1 | -15 | -2 | 1.7 | 3[fluorescence artefact?] | 113 | 0 | 1.3 | -1
CN(C)c1nc(-c2ccccc2)[n+](C)s1 | 7 | 11 | -1 | 1 | -9 | 90 | -9 | 1 | -1
CCOC(=O)c1c(C)n(CCN2CCN(C)CC2)c2ccc(OC)cc12 | 11 | 3 | 1 | 1.3 | 7 | 113 | -3 | 1.3 | 1
COc1ccc(Cn2c(O)c(C=NCCN3CCOCC3)c(=O)[nH]c2=O)cc1 | 3 | 1 | 4 | 1.1 | x | x | x | 1 | -8
c1ccc(CCn2nnnc2CN2CCC(n3nnc4ccccc43)CC2)cc1 | 1 | -16 | x | 1.3 | -13 | 113 | -16 | 1.1 | -4
CC(=O)C1C(=O)NC23CCCCC2C1c1ccccc1O3 (stereo not drawn) | 4 | -7 | 0 | 0.8 | 0 | 108 | 1 | 1.1 | 0

Next section, overlapping the part above by 4 compounds.
SMILES | E coli WT exp | CD11b adhes inh | FAK blocker | PLAP act | ERb coact inh | ERa SRC1 pot | ERa SRC1 inh | MT1-MMP txn act | CD11b adhes enh
CCOC(=O)c1c(C)n(CCN2CCN(C)CC2)c2ccc(OC)cc12 | 11 | 3 | 1 | 1.3 | 7 | 113 | -3 | 1.3 | 1
COc1ccc(Cn2c(O)c(C=NCCN3CCOCC3)c(=O)[nH]c2=O)cc1 | 3 | 1 | 4 | 1.1 | x | x | x | 1 | -8
c1ccc(CCn2nnnc2CN2CCC(n3nnc4ccccc43)CC2)cc1 | 1 | -16 | x | 1.3 | -13 | 113 | -16 | 1.1 | -4
CC(=O)C1C(=O)NC23CCCCC2C1c1ccccc1O3 (stereo not drawn) | 4 | -7 | 0 | 0.8 | 0 | 108 | 1 | 1.1 | 0
CCCCn1c(O)c(C(CC)=Nc2ccc(OC)cc2OC)c(=O)[nH]c1=O | -6 | x | 1 | 1 | 1 | 61[fluorescence artefact?] | -6 | 1.1 | x
CCCCN1CCC(C#N)(Nc2ccccc2)CC1 | 2 | -2 | -4 | 1.2 | -11[fluorescence artefact?] | 112 | -2 | 1 | -1
CCCCN1C(=O)NC(=O)/C(=C/c2cnc(SC)nc2)C1=O | 8 | -12 | -3 | 1 | x | x | x | x | -1
Cn1c(O)c(C=NC2CC3CCC2(C)C3(C)C)c(=O)[nH]c1=O (stereo not drawn) | 5 | -13 | 5 | 1.1 | 2[fluorescence artefact?] | 106 | 2 | 1.1 | 6
N#Cc1ccccc1Cn1cc(C(=O)c2cccs2)c2ccccc21 | -8 | 19 | -1 | 0.9 | -2 | 139 | -7 | 1 | 2
Cc1cc(Cl)ccc1OC(C)C(=O)O (stereo not drawn) | -2 | -9 | -6 | 0.9 | 1 | 104 | 1 | 1 | 0
CCC1(CC)C(=O)NC(=Nc2cccc(C(F)(F)F)c2)NC1=O | 7 | 6 | -8 | 1 | 2[fluorescence artefact?] | 106 | 2 | 1.2 | -1
COCCNC(=O)c1c(N)n(CCC(C)C)c2nc3ccccc3nc12 | -12 | 0 | 26* | 1.6 | 3[fluorescence artefact?] | 91 | 2[fluorescence artefact?] | 1.1 | 4
CC(C)(C)NC(=O)Cn1cc(C(=O)c2ccccc2F)c2ccccc21 | -4 | -4 | 0 | 0.8 | -14 | 102 | -1 | 1 | -1
COc1ccc(C(CC(=O)N2CCC3(CC2)OCCO3)NS(=O)(=O)c2ccc(OC)cc2)cc1 (stereo not drawn) | 6 | -14 | x | 1.5 | -3 | 122 | -15 | 1.2 | 3
C=CCN1C(=O)C2(C(C(=O)OCC)=C(N)Oc3ccccc32)C2=C1CCCC2=O (stereo not drawn) | 4 | 8 | -1 | 1.2 | 2 | 109 | -11 | 1.2 | -1
Cn1c(O)c(C=NC2CC(C)(C)NC(C)(C)C2)c(=O)n(C)c1=O | 1 | 3 | 0 | 1 | -4 | 128 | -4 | 0.9 | 3
Cc1ccc(-n2c(-c3cccs3)nc3ccccc3c2=O)cc1 | 5 | -1 | -1 | 1.1 | x | x | x | x | -4
C=C1N2CCC(CC2)C1(O)c1ccc(C)cc1 (stereo not drawn) | 3 | 0 | 0 | 1 | -10 | 107 | -2 | 1.1 | -4
